NOD2 inhibition: inhibition of NOD2-driven NF-kB reporter – cell-based, luminescence, uHTS, HEK293 (AID 1566); HEK293 NOD2/NF-kB luciferase reporter, luminescence; higher % means a stronger effect; inhibition, % at 4 µM; hits with a dose series show EC50 in µM; 290,000 compounds, 0.63% hits; in the data active = inhibition above about 50%; note: many of its hits are not listed in these tables
Ins promoter up: MIN6 insulin promoter up-regulation; 190,000 compounds, 0.3% hits; z-score at 5 µM; MIN6 insulin promoter-GFP reporter, high-content imaging; active compounds read high;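 active = z-score above 3 at 5 µM with at least 500 cells counted in the well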
Autophagy HCS: autophagy modulation, high-content screen; calls only at 10 µM (by protocol); MEF GFP-LC3 puncta imaging; test concentration mostly 10 µM; 190,000 compounds, 0.98% hits;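 active = percentage of spot-positive cells more than 3 SD above its plate mean, without a fluorescence outlier flag or 80% toxicity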;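 note: spot-positive cell cutoff set from DMSO-treated cells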
bCat nuc transl: beta-catenin nuclear translocation modulation; HeLa beta-catenin nuclear translocation, immunofluorescence imaging; nuclear translocation activity, % at 5 µM; 190,000 compounds, 0.3% hits; AID 1665;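 active = nuclear translocation activity above 50% at 5 µM, with a well cell count of 50 or more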;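 note: per-cell ratio of nuclear to cytoplasmic median beta-catenin stain intensity; plate controls were DMSO negative control for no effect and GSK-3 inhibitor IX positive control for full effect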
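test system = HeLa cells, endogenous beta-catenin | dosing = single 5 µM dose plus 0.02–20 µM confirmation series | times = compound treatment 24 h, 37°C, 5% CO2 | technique = beta-catenin immunofluorescence imaging with DAPI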
NOD1 inhibition: NOD1 signaling inhibitors, primary screen, cell-based, luminescence, uHTS (AID 1578). 290,000 compounds, 1% hits. NOD1-driven NF-kB luciferase reporter cells, luminescence; higher % means a stronger effect. inhibition, % at 4 µM, or EC50 in µM where a hit was titrated; in the data active = inhibition mostly above about 36%, no sharp cut-off; inactive = mostly below about 34%;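 note: HEK-293T reporter cells stimulated with the NOD1 agonist gamma-tri-DAP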
M17LAP inhibition: P. falciparum M17LAP inhibitors, primary screen, biochemical, fluorogenic H-Leu-NHMec substrate, 1536-well (AID 1619). 220,000 compounds, 0.38% hits. one-dose inhibition, % at 30 µM; IC50 in µM for titrated hits. recombinant M17LAP, H-Leu-NHMec fluorogenic kinetic assay; higher % means a stronger effect;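 active = compound inhibiting the enzyme by more than half at any dose during confirmatory dose-response retesting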;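 note: plate controls were full reaction with DMSO carrier for no effect and no enzyme background for full effect; strong numbers were not always called active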
MT stabilizer: microtubule stabilizers in HeLa cells. HeLa tubulin immunostaining HCS, 24 h; share of cells brighter than vehicle mean+2SD. % tubulin-high responders, % at 10 µM. 200,000 compounds, 0.83% hits;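 active = plate Z-score above 3 for both tubulin-high and condensed-nucleus cell shares, with cell loss under 80%, at 10 µM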;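 note: anti alpha tubulin signal scored within the nucleus-defined area of each cell; some results filed as inactive read as strong as hits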
Yfh1-off respiration: enhancers of respiration in Yfh1-depleted yeast, dose response, Friedreich's ataxia, plus single-dose screen (AID 1465); S. cerevisiae Yfh1-off respiration, WST-1 reduction, 72 h; higher fold induction means a stronger effect; fold induction at 50 µM; hits with a dose series show EC50 in µM; 220,000 compounds, 0.074% hits;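 active = fold induction of absorbance versus untreated yeast above a set limit, then at least 30% activation at any dose in follow-up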;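 note: activators that raise dye reduction in frataxin-depleted yeast; strong numbers were not always called active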
Dynein cargo inh: blocks dynein driven cargo transport along microtubules | 220,000 compounds, 0.47% hits | 3617.4 mouse cells, GR-EGFP nuclear translocation imaging; test concentration mostly 20 µM; stimulated with dexamethasone, 1 µM; active compounds read low | z-score, hits read low;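 active = plate z-score of nuclear minus cytoplasmic receptor signal below a set negative limit, without overly bright fluorescence or cell loss, cut at about -3.5 in these data, passing the limit was not always enough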;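 note: z-score of nuclear minus cytoplasmic ring GR-EGFP intensity difference per well; some compounds called inactive have numbers as strong as hits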
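Buffer or medium: tet-free, stripped-serum medium; Also added: dexamethasone, 1.0 µM final; Technique: high-content fluorescence imaging after fixation; Times: 48 h induction, 1 h compound, 30 min dex at 37 °C; Read-out: per-cell GR-EGFP intensity, nucleus versus surrounding cytoplasmic ring, well-averaged.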
Dynein cargo inh cytoplasmic EGFP: further read-out of Dynein cargo inh, marked with its call; z-score; measured here: cytoplasmic GR-EGFP intensity; active compounds read high
Dynein cargo inh nuclear GR-EGFP: also measured in Dynein cargo inh; calls as there; z-score; measured here: nuclear GR-EGFP intensity;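 lower value marks the stronger effect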
Dynein cargo inh cell count: further read-out of Dynein cargo inh, marked with its call; z-score; measured here: cell count per field
Ins promoter up cell count: second read-out of Ins promoter up, no call of its own (marks repeat the call); cell count; measured here: cytotoxicity, nuclei count;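 total cells summed across four imaged fields per well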
bCat nuc transl cell count 5 µM: also measured in bCat nuc transl; calls as there; cell count; measured here: cell count, cytotoxicity flag
MT stabilizer Hoechst-high %: also measured in MT stabilizer; calls as there; % Hoechst-high responders; measured here: nuclear condensation Hoechst responders;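 share of cells brighter than vehicle mean plus two SD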
MT stabilizer cytotoxicity %: also measured in MT stabilizer; calls as there; toxicity, %; measured here: cytotoxicity by cell density;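 0% = mean cell density of plate MIN control wells and 100% = no cells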
Autophagy HCS cell loss 18 h: second read-out of Autophagy HCS, no call of its own (marks repeat the call); toxicity, %; measured here: cell loss, nuclei count;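 cell loss after 18 h compound exposure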
Active calls of the source: *; i = inactive; x = not tested or not shown.

SMILES	NOD2 inhibition	Ins promoter up	Ins promoter up cell count	Autophagy HCS	Autophagy HCS cell loss 18 h	bCat nuc transl	bCat nuc transl cell count 5 µM	NOD1 inhibition	M17LAP inhibition	MT stabilizer	MT stabilizer Hoechst-high %	MT stabilizer cytotoxicity %	Yfh1-off respiration	Dynein cargo inh	Dynein cargo inh cytoplasmic EGFP	Dynein cargo inh nuclear GR-EGFP	Dynein cargo inh cell count
Cc1ccc(S(=O)(=O)NCCC(=O)OCC(=O)NC(=O)c2cccn2C)cc1	15%	0.06	1037	x	x	0.6	1305	3%	x	x	x	x	i	-0.64	-0.81	-0.56	0.3
Cc1ccc(S(=O)(=O)Oc2ccc(/C=C3/N=C(c4ccccc4)OC3=O)cc2)cc1	15%	0.47	1239	i	12	-0.5	539	-4%	-18%	1.2	2.8	0.8	i	-0.43	-0.18	-0.18	0.58
CCN1CCN(C(c2ccccc2)c2nnnn2Cc2ccc(OC)cc2)CC1 (stereo not given)	-4%	2.7	1068	i	4	-2.5	1115	-19%	2%	2.5	2.1	5.6	i	-0.71	-0.15	-0.49	0.85
Cc1ccc(C)n1/N=C1/NC(=O)CS1	-2%	x	x	i	-4	-0.4	1082	5%	17%	1.2	1.6	3.6	i	0.04	-0.23	0.34	-0.29
Cc1ccc(-c2cc(C(=O)N/N=C/c3c(C)nn(-c4ccccc4)c3C)[nH]n2)cc1	0%	0.2	969	i	53	102*	328*	3%	-2%	4.2	40	36	x	0.14	1.2	-0.07	-0.15
O=C(NCCCn1ccnc1)C1CC2CCC1C2 (stereo not given)	21%	x	x	i	-1	-15	1218	-1%	7%	2.5	1.3	7.8	i	-0.05	-0.18	-0.11	-0.058
CC(C)NC(=O)c1ccccc1NC(=O)/C=C/c1cccc([N+](=O)[O-])c1	-2%	-0.12	1299	i	0	-1.3	930	12%	-11%	1.7	2.4	3.5	i	0.014	-0.2	0.15	-0.43
CCOC(=O)/C(C#N)=C1/C=CN(c2ccccc2)C=N1	-15%	0.36	1217	i	-10	-2.1	939	-8%	8%	2.0	3.3	9.6	i	1.2	-0.17	1.5	-0.55
CC(NC(=O)CNC(=O)C1O[C@@H]2OC(C)(C)O[C@@H]2[C@H]2OC(C)(C)O[C@@H]12)C(=O)O (stereo not given in full)	11%	-0.06	1208	i	-23	-1.8	1158	-22%	-8%	2.1	2.4	8.8	i	-0.57	-0.14	-0.26	0.25
CCC(=O)Nc1nnc(SCc2ccc(F)cc2)s1	5%	0.06	1192	i	-2	-7.1	1108	-8%	-19%	2.9	2.5	6.3	i	0.45	-0.17	0.15	-0.31
O=C(c1ccc(Br)o1)N1CCN(c2ccc3nnc(-c4ccc(F)cc4)n3n2)CC1	-4%	-0.47	2038	x	x	4.8	1064	-27%	-6%	8.2	1.6	2.9	i	-0.78	-0.19	-0.38	-0.21
CCN(CC(=O)NCc1ccc(Cl)cc1)CC(=O)Nc1ccc(C(N)=O)cc1	-17%	0.27	1305	i	21	-0.1	1029	-19%	1%	1.2	1.8	4.7	i	-0.3	-0.25	0.64	-0.83
O=C(NC1CCCCC1)C1CC=CCC1C(=O)OCC(Cl)=C(Cl)Cl (stereo not given)	14%	0.28	1656	i	-2	-0.2	1374	3%	9%	3.8	1.6	2.6	i	0.017	-0.23	-0.86	-0.16
CC(=Nc1ccc2c(c1)nc(CO)n2C)C1=C(O)CC(C)(C)CC1=O	-4%	0.89	1330	i	6	-2.4	929	-7%	6%	2.1	1.5	5.2	i	0.4	-0.22	0.36	-0.42
COc1cccc(C(=O)c2c[nH]c(C(=O)NCc3cccnc3)c2)c1	6%	0.21	1101	i	36	2.0	1036	-32%	0%	3.5	4.1	6.8	i	2.1	-0.28	1	-1.6
COC(=O)N/N=C(\C)c1ccc(-n2ccnc2)cc1	-1%	-0.57	1351	i	9	-1.5	1153	-32%	12%	2.1	1.5	0.9	i	-0.35	0.21	-0.18	-0.18
CCOC(=O)C(C)Oc1ccc2c(-c3cccc([N+](=O)[O-])c3)cc(=O)oc2c1 (stereo not given)	8%	-0.15	1365	i	11	-1.1	1169	-16%	-6%	2.0	1.1	11	i	-0.98	-0.24	-0.51	0.35
CC(C)N(Cc1nc(-c2ccccc2)no1)C(=O)c1ccc(Cl)cc1	3%	0.56	890	i	3	x	x	-20%	-8%	7.0	2.7	4.0	i	-0.23	-0.24	-0.12	0.12
CCOC(=O)C(C)Oc1cccc2c(=O)n(CC(=O)NCc3ccccc3)ccc12 (stereo not given)	-16%	0.32	1008	x	x	51*	532*	-5%	0%	x	x	x	i	0.98	-0.26	1.1	-0.36
OCCC1CN(Cc2ccc(Oc3ncccn3)cc2)CCN1CCc1ccccc1 (stereo not given)	11%	-0.01	1477	i	21	-1.3	1099	-16%	-1%	3.3	1.8	8.4	i	-0.65	-0.34	-0.44	0.11
Cc1ccc(CNC(=O)COC(=O)c2ccc(S(=O)(=O)N3CCCC3)cc2)cc1	14%	-0.11	852	i	-14	2.6	1058	10%	-4%	2.0	1.7	3.8	i	-0.12	-0.15	0.19	0.43
CC(C)C(NS(=O)(=O)c1cccs1)C(=O)NCc1ccc2c(c1)OCO2 (stereo not given)	-10%	0.72	1861	i	-10	-3.5	1037	32%	-10%	5.8	2.0	3.6	i	0.47	-0.25	0.58	0.48
COC(=O)c1cc(=O)n(CCc2ccc(OC)cc2)c(=Nc2ccc(F)c(Cl)c2)s1	-7%	-0.28	954	i	6	x	x	12%	-6%	14	2.6	8.4	i	-4.4*	0.73*	-2.2*	-0.26*
CC(C)C(c1nnnn1Cc1ccc(F)cc1)N1CCC(C(N)=O)CC1 (stereo not given)	0%	0.26	1391	i	-9	-1.5	1138	-40%	39%	2.4	2.1	0.9	i	1.3	-0.15	0.23	-1.3
CCCC(=O)Oc1ccc(-c2nccc(C(OC)OC)n2)cc1	-4%	x	x	i	4	-3.3	1093	10%	7%	3.6	2.2	5.4	i	0.52	-0.31	0.3	0.34
CCOc1ccccc1N1CC(C(=O)Nc2ccc(C(=O)O)cc2)CC1=O (stereo not given)	13%	0.87	1183	i	-6	x	x	-8%	-7%	3.0	1.9	0.4	i	-0.63	-0.23	-0.61	1.6
O=C(NCCCN1CCOCC1)c1ccc(Br)cc1	-4%	0.18	951	i	14	-1.2	1130	-2%	0%	4.4	2.6	8.2	i	-0.52	-0.32	0.045	0.087
COC(=O)c1ccccc1NC(=O)N1CCN(C/C=C/c2ccccc2)CC1	10%	-0.18	1805	i	-1	1.6	1059	-29%	-2%	2.4	0.4	53	i	0.95	-0.24	1.2	-0.77
Cc1ccc(C=Nc2ccccc2C(N)=O)s1	-28%	x	x	i	28	27	501	-31%	-24%	22*	35*	65*	i	-0.42	-0.15	-0.36	-0.5
c1ccc(COc2ccccc2CNc2nn[nH]n2)cc1	14%	-0.03	1453	i	21	0.3	1485	-16%	7%	3.7	2.6	5.5	i	-1.3	-0.33	0.007	0.83

Compound profiles, from the list above. Screens in order: NOD2 inhibition	Ins promoter up	Ins promoter up cell count	Autophagy HCS	Autophagy HCS cell loss 18 h	bCat nuc transl	bCat nuc transl cell count 5 µM	NOD1 inhibition	M17LAP inhibition	MT stabilizer	MT stabilizer Hoechst-high %	MT stabilizer cytotoxicity %	Yfh1-off respiration	Dynein cargo inh	Dynein cargo inh cytoplasmic EGFP	Dynein cargo inh nuclear GR-EGFP	Dynein cargo inh cell count
`COC(=O)c1cc(=O)n(CCc2ccc(OC)cc2)c(=Nc2ccc(F)c(Cl)c2)s1` in the list: -7%	-0.28	954	i	6	x	x	12%	-6%	14	2.6	8.4	i	-4.4*	0.73*	-2.2*	-0.26*
`CCOc1ccccc1N1CC(C(=O)Nc2ccc(C(=O)O)cc2)CC1=O` (stereo not given) in the list: 13%	0.87	1183	i	-6	x	x	-8%	-7%	3.0	1.9	0.4	i	-0.63	-0.23	-0.61	1.6

Further entries follow.
SMILES	NOD2 inhibition	Ins promoter up	Ins promoter up cell count	Autophagy HCS	Autophagy HCS cell loss 18 h	bCat nuc transl	bCat nuc transl cell count 5 µM	NOD1 inhibition	M17LAP inhibition	MT stabilizer	MT stabilizer Hoechst-high %	MT stabilizer cytotoxicity %	Yfh1-off respiration	Dynein cargo inh	Dynein cargo inh cytoplasmic EGFP	Dynein cargo inh nuclear GR-EGFP	Dynein cargo inh cell count
Cc1[nH][nH]c(=O)c1N=Nc1ccccc1C#N	10%	0.04	1121	i	-1	x	x	-14%	35%	5.7	4.4	0.2	i	-0.83	-0.33	-0.39	0.7
Cc1ccc(-c2nc(N)sc2CC(=O)OCC(=O)NCC2CCCO2)cc1 (stereo not given)	21%	1.5	1277	i	0	x	x	10%	-10%	3.3	3.3	8.6	i	-1.4	-0.3	-1	1.2
COc1ccc(S(=O)(=O)Nc2cccc(C)n2)c2ccccc12	12%	0.26	1371	i	0	x	x	2%	3%	4.5	2.0	6.9	i	-0.41	-0.19	-0.57	-0.79
Cc1ccc2[nH]c(=O)c(C3C(C#N)=C(N)Oc4c3ccc3cccnc43)cc2c1 (stereo not given)	-30%	0.31	931	i	8	26	979	0%	-24%	1.1	0.5	14	i	-0.19	-0.38	-0.072	-0.28
Cc1ccc(CN2CCN(C3CCCC3)C(CCO)C2)s1 (stereo not given)	-1%	0.32	1502	i	-1	-0.3	1491	-10%	-4%	3.3	1.0	4.9	i	-0.091	-0.35	-0.079	0.78
COC(=O)c1c(-c2ccccc2)csc1NC1=NS(=O)(=O)c2ccccc21	-185%	1.5	1229	i	-8	x	x	82%*	11%	2.7	2.8	1.1	i	0.33	0.44	0.88	-3.2
CCOC(=O)C1CCN(C(=S)Nc2cc(OC)c(OC)cc2C(=O)OC)CC1	-1%	0.21	828	i	0	-2.3	1037	1%	-2%	2.2	2.3	6.0	i	-0.51	0.03	-0.14	1

Bioassay records (PubChem BioAssay)

This is a subset; rates above refer to the full screens.
